Source: PubChem
Menin-MLL TR inh – inhibitors of human menin-MLL interaction, mutant MLL peptide; O00255; Menin + Texas Red MLL mutant peptide, fluorescence polarization; Potency, µM (series often up to 61.6 µM), inactives show at the top dose FP activity change, negative = inhibition, hits mostly inhibitors; hit rate 0.23% among 270,000; AID 1768; active = well fitted inhibition curve with a large enough effect in the polarisation, with a control signal flat, not every such curve was filed as active; inconclusive = small, poorly fitted or top-dose-only effect, or effect the other way, or a change in a side signal; inactive = no such curve, though single readings can be large or run the other way; the % refers to the polarisation; also: potency is read from the fitted curve at half-maximal effect; % of control where 0% means no effect; many of its hits are not listed in these tables
Target sequence (O00255 whole entry, looked up): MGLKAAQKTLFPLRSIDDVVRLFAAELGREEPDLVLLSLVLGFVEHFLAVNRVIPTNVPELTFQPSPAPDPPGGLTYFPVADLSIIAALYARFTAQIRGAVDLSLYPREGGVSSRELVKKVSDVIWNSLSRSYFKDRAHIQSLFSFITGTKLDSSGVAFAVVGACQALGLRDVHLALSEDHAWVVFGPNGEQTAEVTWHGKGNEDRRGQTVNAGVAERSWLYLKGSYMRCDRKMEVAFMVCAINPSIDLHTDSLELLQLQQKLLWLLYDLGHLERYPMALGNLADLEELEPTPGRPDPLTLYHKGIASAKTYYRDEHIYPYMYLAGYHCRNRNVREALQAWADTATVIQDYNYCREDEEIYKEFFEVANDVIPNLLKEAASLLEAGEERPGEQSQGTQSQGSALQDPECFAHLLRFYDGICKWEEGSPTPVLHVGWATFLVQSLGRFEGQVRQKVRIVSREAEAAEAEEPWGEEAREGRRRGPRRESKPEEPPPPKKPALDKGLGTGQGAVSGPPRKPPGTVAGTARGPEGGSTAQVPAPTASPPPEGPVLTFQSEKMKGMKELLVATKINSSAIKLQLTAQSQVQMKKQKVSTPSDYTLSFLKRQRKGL
FBPA coupling cs – coupling enzyme interference in Giardia aldolase counter-screen | coupling enzyme system counterscreen, AmpLite Red fluorescence | activity change, negative = inhibition, % at 58.2 µM, hits read low | hit rate 0.67% among 290,000; in the data active = activity change below about -30%; also: % is scaled to controls: 0 for no effect and ±100 for the full control effect
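Fluorescence at 525 nm excitation and 598 nm emission measured inhibition of the coupled detection system without aldolase. Compounds (at 57.5 uM final) were preincubated 10 min at room temperature with coupling enzyme reagent before a 20 min substrate/AmpLite Red step.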
An asterisk follows results filed as active; ? = inconclusive; & = joins results of further samples; [ ] = another dose, or the depositor's remark. This is a subset (hit frequency here may not be typical).

SMILES	Menin-MLL TR inh	FBPA coupling cs
CC(=O)OCC1=C[C@H]2[C@@H]3C(C)(C)[C@]3(OC(C)=O)C[C@@H](C)[C@]2(O)[C@@H]2C=C(C)C(=O)[C@@]2(O)C1	-1%	-6
O=C(c1cnccn1)N1CCC2(CCCN(c3ncccn3)C2)CC1	1%	2
CO[C@@H]1COC(=O)C/C=C\[C@H](C)COC(=O)[C@H](C)NC(=O)C/C=C\[C@H]1C	2%[11.7 µM]	-1
COC(=O)C1(C)C=C(Nc2ccc(OC)cc2)C(=O)N1c1ccc(OC)cc1 (centres undefined)	1%	1
C[C@@H]1CCN=C(N)S1	-11%[24.8 µM]	6
COc1cccc(-c2cc(=O)c3cc(NC(=O)c4cccnc4)ccc3[nH]2)c1	-29%	4
COc1ccc(CCN(C)CCCOc2ccc(S(=O)(=O)c3[nH]c4ccccc4c3C(C)C)cc2)cc1OC	-25%[24.8 µM]	1
O=C(c1ccc(Cl)cc1Cl)n1nnc2ccccc21	18%	0
O=C(Oc1ccccc1)N1CCC[C@@]2(CCN(c3ncccn3)C2)C1	-10%	2
O=C1CCC=C1C(O)c1ccccc1 (centres undefined)	2%&21%	1&-2
COc1ccc(Oc2ncc3nc(-c4cn(C)c5ccccc45)c(=O)n(C4CC4)c3n2)cc1	-12%	2
CC1CCC2C(=O)N3CCCC3C(=O)N2C1c1ccc(Br)cc1 (centres undefined)	-11%&0%[11.7 µM]	-1&-1
COC(=O)C1=C2N(Cc3ccccc3)C(C)=C(C(=O)OC)C(c3ccccc3)N2C(=O)[C@](O)(C(=O)OC)C1 (some centres undefined)	5%&-9%[11.7 µM]	-1&0
COc1ccccc1CNc1nc(-c2ccccc2CN(C)C)nc2ccccc12	-3%	2
O=C(c1ccncc1)N1CCC2(CC1)CCN(c1ccccc1)CC2	11%	4
CC(=O)Oc1cc(C(F)(F)F)ccc1C(=O)O	4%[24.8 µM]	6
CC1OC(OCC2OC(Oc3c(-c4ccc(O)c(O)c4)oc4cc(O)cc(O)c4c3=O)C(O)C(O)C2O)[C@@H](O)C(O)C1O (some centres undefined)	-16%	1
COc1ccc(C(=O)N2CCC3(CCN(Cc4nccs4)CC3)CC2)cc1	-3%	1
O=C(c1ccncc1)N1CCC2(CC1)CN(c1ccncc1)C2	0%	-2
CCNc1ncc2ncc(=O)n(C)c2n1	5%	0

One compound at a time, from the list above. Order of screens: Menin-MLL TR inh | FBPA coupling cs
Entry for C[C@@H]1CCN=C(N)S1 : -11%[24.8 µM] | 6
Entry for O=C(c1ccncc1)N1CCC2(CC1)CN(c1ccncc1)C2 : 0% | -2
Entry for CO[C@@H]1COC(=O)C/C=C\[C@H](C)COC(=O)[C@H](C)NC(=O)C/C=C\[C@H]1C : 2%[11.7 µM] | -1

The listing picks up; the 4 compounds before the break are reprinted first.
SMILES	Menin-MLL TR inh	FBPA coupling cs
CC1OC(OCC2OC(Oc3c(-c4ccc(O)c(O)c4)oc4cc(O)cc(O)c4c3=O)C(O)C(O)C2O)[C@@H](O)C(O)C1O (some centres undefined)	-16%	1
COc1ccc(C(=O)N2CCC3(CCN(Cc4nccs4)CC3)CC2)cc1	-3%	1
O=C(c1ccncc1)N1CCC2(CC1)CN(c1ccncc1)C2	0%	-2
CCNc1ncc2ncc(=O)n(C)c2n1	5%	0
COc1ccc(-c2oc3cc(O[C@@H]4OC(CO)C(O)C(O)C4O)c(OC)c(O)c3c(=O)c2OC)cc1O (some centres undefined)	12%	-1
CC(C)=CCC/C(C)=C/CO/N=C1/C[C@@H](O)[C@@H](O)[C@@H]2[C@@H]3C(=O)N(c4cccc(Oc5ccccc5)c4)C(=O)[C@H]3CC[C@H]12	-2%[11.7 µM]	-2
COc1ccccc1-c1nc(NCc2ccccc2)c2ccccc2n1	2%	-1
COc1c2c(cc3occ(-c4ccc5c(c4)OCO5)c(=O)c13)OC(C)(C)C=C2	-9%	-1
NC(N)=NCCCCN=C(N)N	1%	-2&-4&0
N[C@H](Cc1cc(I)c(Oc2cc(I)c(O)c(I)c2)c(I)c1)C(=O)O	?	1
C=CCC(O)(/C=C/c1ccccc1)c1ccccc1 (centres undefined)	-12%	2
c1ccc(CNc2ccnc(-c3ccoc3)n2)cc1	-16%	0
CC(=O)N1CCC2(CCN(Cc3nccs3)CC2)CC1	-5%	-3
CC(CC(C)(C)C)CP(=O)(O)CC(C)CC(C)(C)C (centres undefined)	-15%	9
CCOC(=O)/C=C/CCC/C=C/C(=O)c1ccccc1	0%	1
Cc1ccc(/C=C2/CNC/C(=C\c3ccc(C)cc3)C2=O)cc1	?	1
Cn1c(=O)n2n(c1=O)[C@H]1[C@H](O)[C@H]3O[C@H]3C(=O)[C@H]1CC2	-1%[11.7 µM]	1
CC(=O)Oc1c(C)cccc1C(=O)O	-4%	-5
O=C(Oc1ccccc1)N1CCC2(CC1)CN(c1ccccc1)C2	9%	2
N#CCCn1c(=O)c(-c2cc(F)cc(F)c2)nc2cnc(OCc3ccccc3)nc21	16%	0
CC[C@H](C)[C@H](NC(=O)[C@H](CCC(=O)O)NC(=O)[C@H](CO)NC(=O)[C@@H](NC(=O)[C@H](C)N)C(C)C)C(=O)N[C@@H](CCC(N)=O)C(=O)N[C@@H](CC(C)C)C(=O)N[C@@H](CCSC)C(=O)N[C@@H](Cc1cnc[nH]1)C(=O)N[C@@H](CC(N)=O)C(=O)N[C@@H](CC(C)C)C(=O)NCC(=O)N[C@@H](CCCCN)C(=O)N[C@@H](Cc1cnc[nH]1)C(=O)N[C@@H](CC(C)C)C(=O)N[C@@H](C)C(=O)N[C@@H](CO)C(=O)N[C@H](C(=O)N[C@@H](CCC(=O)O)C(=O)N[C@@H](CCCNC(=N)N)C(=O)N[C@@H](CCSC)C(=O)N[C@@H](CCC(N)=O)C(=O)N[C@@H](Cc1c[nH]c2ccccc12)C(=O)N[C@@H](CC(C)C)C(=O)N[C@@H](CCCNC(=N)N)C(=O)N[C@@H](CCCCN)C(=O)N[C@@H](CCCCN)C(=O)N[C@@H](CC(C)C)C(=O)N[C@@H](CCC(N)=O)C(=O)N[C@@H](CC(=O)O)C(=O)N[C@H](C(=O)N[C@@H](Cc1cnc[nH]1)C(=O)N[C@@H](CC(N)=O)C(=O)N[C@@H](Cc1ccccc1)C(=O)O)C(C)C)C(C)C	-2%	5
COC(=O)[C@H]1CC2(CC=C(C)C)C(=O)[C@@](CC=C(C)C)(C(=O)C(C(=O)c3ccccc3)=C2OC)C1(C)C (tested in a mixture with another compound)	1%	-1
CCCCCCN(CCCCCC)C(=O)Cc1c(-c2ccc(Cl)cc2)[nH]c2ccc(Cl)cc12	0%[24.8 µM]	-1
FC(F)(F)c1ccccc1-c1nccc(NCc2cccs2)n1	-20%	-4
COc1ccccc1CN1CCC2(CC1)CCN(S(C)(=O)=O)CC2	18%	0
COc1ccc(OC)c(C2=Nn3c(nnc3-c3cc(OC)ccc3OC)SC2)c1	2%	1
COc1ccc(-n2c(=O)c(CCc3ccccc3)nc3cncnc32)cc1	3%	2
COc1cccc(Cn2c(=O)cnc3cnc(Oc4ccccc4)nc32)c1	-2%	-9
CO[C@@H]1/C=C\CC(=O)N[C@@H](C)C(=O)OC[C@@H](OC)[C@H](C)/C=C\CC(=O)OC[C@H]1C	-13%[11.7 µM]	4
CC[C@H](C)[C@H](NC(=O)[C@H](Cc1ccccc1)NC(=O)[C@H](CC(C)C)NC(=O)[C@H](CCSC)NC(=O)[C@H](CCC(=O)O)NC(=O)[C@H](CCC(=O)O)NC(=O)[C@H](CC(=O)O)NC(=O)[C@H](CO)NC(=O)[C@@H]1CCCN1C(=O)[C@H](CCCCN)NC(=O)[C@@H](N)[C@@H](C)O)C(=O)N[C@@H](Cc1ccc(O)cc1)C(=O)NCC(=O)N[C@@H](Cc1cnc[nH]1)C(=O)N[C@@H](Cc1ccc(O)cc1)C(=O)N[C@@H](CCCCN)C(=O)N[C@@H](CCC(N)=O)C(=O)N[C@@H](C)C(=O)N[C@H](C(=O)N[C@H](C(=O)NCC(=O)N[C@@H](CC(=O)O)C(=O)N[C@H](C(=O)N[C@@H](CC(N)=O)C(=O)N[C@H](C(=O)N[C@@H](CCC(=O)O)C(=O)N[C@@H](CCCNC(=N)N)C(=O)N1CCC[C@H]1C(=O)NCC(=O)N[C@@H](CCSC)C(=O)N[C@@H](CC(C)C)C(=O)N[C@@H](CC(=O)O)C(=O)N[C@@H](Cc1ccccc1)C(=O)N[C@H](C(=O)O)[C@@H](C)O)[C@@H](C)O)[C@@H](C)CC)C(C)C)[C@@H](C)O	-3%	1
CC(C)C[C@@H](CC(=O)N[C@H](CC(=O)N[C@@H]1CCCC[C@H]1C(=O)N[C@H](CC(=O)N[C@@H](CCC(=O)O)CC(=O)O)Cc1ccccc1)C(C)C)NC(=O)[C@@H]1CNCC[C@H]1N	1%	-2
CC(C)C[C@H](NC(=O)[C@@H]1CCC(=O)N1)C(=O)N[C@@H](Cc1ccc(O)cc1)C(=O)N[C@@H](CCC(=O)O)C(=O)N[C@@H](CC(N)=O)C(=O)N[C@@H](CCCCN)C(=O)N1CCC[C@H]1C(=O)N[C@@H](CCCN=C(N)N)C(=O)N[C@@H](CCCN=C(N)N)C(=O)N1CCC[C@H]1C(=O)N[C@@H](Cc1ccc(O)cc1)C(=O)O	-1%	0
O=S(=O)(c1ccccc1)N1CCC2(CCCN(c3ccccc3)C2)CC1	-5%	2
COc1cc(OC)c2c(=O)c(-c3ccccc3)c(C)oc2c1OC	-11%	3
COc1cccc(Cn2c(=O)c(-c3ccc(Cl)cc3)nc3cncnc32)c1	0%	2
Cc1noc(C)c1-c1nccc(NCCN2CCOCC2)n1	17%	1
O=C(c1cccc(F)c1)N1CCC2(CC1)CN(c1cccc(-c3ccccc3)c1)C2	-4%	-3
COCCn1c(=O)c(-c2cccc(C#N)c2)nc2cnc(OCc3ccccc3)nc21	-6%	-1
Cc1ccccc1C1CC(=O)Oc2ccc(C(C)(C)C)cc21 (centres undefined)	-5%[94.6 µM]	-14
COc1ccc(C(=O)N2CCC3(CCCN(Cc4ccc(C#N)cc4)C3)CC2)cc1	?	2
CCNc1ncc2nc(-c3ccc(OC)cc3)c(=O)n(CCOC)c2n1	-2%	1
COc1cccc(Cn2c(=O)c(C)nc3cnc(N4CCOCC4)nc32)c1	3%	1
O=C(c1ccncc1)N1CCC2(CCN(Cc3ccccc3)CC2)CC1	-23%	3
COCC(=O)N1CCC2(CC1)CN(c1ccc(-c3ccccc3)cc1)C2	-7%	-2
OC[C@@H](O)COc1cccc2ccccc12	0%[24.8 µM]	0
COc1ccc(C(=O)N2CCC3(CCCN(c4cccc(-c5ccccc5)c4)C3)CC2)cc1	7%	0
COc1ccc(Oc2ncc3nc(C)c(=O)n(-c4ccc(OC)cc4)c3n2)cc1	6%	0
CC(C)C[C@H](NC(=O)[C@H](CC(C)C)NC(=O)[C@H](CCC(N)=O)NC(=O)[C@H](CO)NC(=O)[C@@H]1CCCN1C(=O)[C@H](CO)NC(=O)[C@H](CO)NC(=O)[C@@H](NC(=O)[C@H](Cc1cnc[nH]1)NC(=O)[C@H](CCC(=O)O)NC(=O)[C@H](Cc1ccc(O)cc1)NC(=O)[C@H](CCCCN)NC(=O)[C@H](CCC(N)=O)NC(=O)[C@H](Cc1ccc(O)cc1)NC(=O)[C@H](CC(=O)O)NC(=O)[C@@H](NC(=O)[C@@H]1CCCN1C(=O)[C@H](CC(=O)O)NC(=O)[C@H](CC(N)=O)NC(=O)[C@H](CC(=O)O)NC(=O)CNC(=O)[C@H](CC(=O)O)NC(=O)[C@@H]1CCCN1C(=O)[C@H](CCC(N)=O)NC(=O)[C@H](Cc1ccc(O)cc1)NC(=O)[C@H](C)NC(=O)[C@H](Cc1c[nH]c2ccccc12)NC(=O)[C@H](Cc1ccccc1)NC(=O)[C@@H](NC(=O)[C@@H](N)CO)[C@@H](C)O)[C@@H](C)O)[C@@H](C)O)C(=O)N[C@@H](C)C(=O)N1CCC[C@H]1C(=O)NCC(=O)N[C@@H](CC(=O)O)C(=O)N[C@@H](Cc1ccc(O)cc1)C(=O)O	15%	0
COc1ccc(/C=C/C(=O)/C=C/c2ccc(OC)cc2OC)c(OC)c1	?	-1
O=C(O)CCC1CCCC1	8%	0
COC(=O)[C@@H]1CC[C@H](C)[C@@H](c2ccc(C)cc2)N1C(=O)c1ccc(/C=N\OC[C@@H]2O[C@H](c3ccccc3)C=C[C@@H]2Oc2ccc(OC)cc2)cc1	-4%[11.7 µM]	1
CCc1cc2c(nc1CC)CCN(CC/C(C)=N/O[C@@H](C)CN1CCCc3nc(C)c(C)cc31)C2	15%[11.7 µM]	3
O=C(Nc1ccccc1)N1CCC2(CC1)CCN(C(=O)c1csnn1)CC2	-4%	3
COc1ccccc1CNc1nc(-c2ccccc2OC)nc2ccccc12	5%	2
O=C(c1cnccn1)N1CCC2(CCCN(c3ccc(-c4ccccc4)cc3)C2)CC1	-9%	0
C=C(C(=O)OC)C(NC(=O)OC)c1ccccc1 (centres undefined)	14%	0
